Exocytosis inh: LAMP-1 surface exposure blockers, TALL-104 cells – cell-based, flow cytometry, MLPCN library, primary screen; hit rate 0.66% among 360,000; TALL-104 LAMP-1 surface exposure; cells stimulated with thapsigargin and PMA; inhibition, % at 10 µM;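 active = inhibition above about 55%, limit read from the data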
TROY signal inh: inhibitors of TROY-driven NF-kB signaling, primary screen, Q293 LMP1-TROYcd cells, NF-kB luciferase, uHTS | inhibition, % at 10 µM | hit rate 0.98% among 360,000 | Q293 LMP1-TROYcd NF-kB luciferase reporter, 4 h;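 active = compounds whose plate-normalised and pattern-corrected inhibition of the luciferase reporter signal at the single screening dose is 50% or more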
NR5A2 inv ag: LRH-1 (NR5A2) inverse agonists, primary screen, cell-based, luminescence, HEK293T, StAR-luciferase reporter | Nuclear receptor subfamily 5 group A member 2 (Homo sapiens), O00482 | LRH-1 transfected, 24 h | inhibition, % at 3.6 µM | hit rate 0.13% among 360,000 | AID 602396, 2012;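 active = inhibition above the mean inhibition of all tested compounds plus 3 SD, cut at about 73% in these data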;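 also: 0% = DMSO wells and 100% = reporter-only cells lacking LRH-1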
ABHD5-PLIN5 inh: ABHD5-PLIN5 interaction inhibitors, primary screen, cell lysate, split luciferase complementation, luminescence | inhibition, % at 4 µM | Split G. princeps luciferase complementation, 4 h | hit rate 0.78% among 360,000 | Perilipin-5 (Homo sapiens) + 1-acylglycerol-3-phosphate O-acyltransferase ABHD5 (Homo … | AID 602281, 2012;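 active = inhibition above the mean inhibition across every tested compound plus 3 SD, cut at about 22% in these data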;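 also: 0% = DMSO only wells and the 100% control is not disclosed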
SRC3 inh: SRC3 coactivator transcriptional activity inhibitors, primary screen, cell-based, luminescence | Nuclear receptor coactivator 3 (Homo sapiens), Q9Y6Q9 | HEK293 GAL4-SRC3 luciferase reporter | inhibition, % at 3.6 µM | hit rate 0.17% among 360,000 | AID 588352, 2011;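 active = inhibition above a per-campaign cutoff, the mean of all compounds plus 3 SD, cut at about 60% in these data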;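 also: 0% = DMSO-treated cells and 100% = gossypol-treated cells at 36 µM; higher means less SRC3-driven luciferase light from the GAL4 reporter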
TLR9-MyD88 block: inhibitors of TLR9-MyD88 association in cells, primary screen, cell-based, CHO, BLA complementation, fluorescence; Toll-like receptor 9 (Homo sapiens) + Myeloid differentiation primary response protein …; inhibition, % at 4.98 µM; hit rate 0.21% among 340,000; CCF4 FRET ratio;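 active = inhibition above the mean over all tested compounds plus 3 SD, cut at about 21% in these data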;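 also: 0% = DMSO only wells and 100% = clavulanate BLA inhibitor control wells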
NOD2 RIPK2 PPI: NOD2-RIPK2 binding disruptors in cells, primary screen, fluorescence, CHO cells, BLA complementation | Receptor-interacting serine/threonine-protein kinase 2 (Homo sapiens), O43353 | CCF4 ratio | inhibition, % at 4.98 µM | hit rate 0.38% among 360,000 | AID 624267, 2012; in the data active = inhibition above about 21%;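 also: 0% = vehicle only and 100% = reference blocker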
SRC2 inh: inhibition of GAL4-SRC2 driven luciferase reporter, primary screen, SRC2 inhibitor project, cell-based, luminescence | Nuclear receptor coactivator 2 (Homo sapiens), Q15596 | HEK293 GAL4-SRC2 luciferase reporter | inhibition, % at 9 µM | hit rate 0.17% among 370,000;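 active = inhibition above the mean inhibition of all tested compounds plus 3 SD, set per campaign, cut at about 52% in these data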;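 also: 0% = DMSO treated cells and 100% = cells given Gossypol at 36 µM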
SRC1 inh: SRC1 coactivator transcriptional activity inhibitors, primary screen, cell-based, luminescence | HEK293 GAL4-SRC1 luciferase reporter | Nuclear receptor coactivator 1 (Homo sapiens), Q15788 | AID 588354, 2011 | inhibition, % at 3.6 µM | hit rate 0.12% among 360,000;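 active = inhibition above the campaign mean plus 3 SD, with each screening campaign given its own cutoff, cut at about 60% in these data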;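 also: 0% = DMSO treated cells and 100% = gossypol at 36 µM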
COUP-TFII inh: NR2F2 transcriptional activity inhibitors, primary screen, cell-based, luciferase reporter, HEK293T, luminescence. HEK293T NGFI-A luciferase reporter. inhibition, % at 8.6 µM. hit rate 0.7% among 370,000. AID 686940, 2013;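 active = inhibition above a per-plate cutoff, mean inhibition of test wells between control levels plus 3 SD, cut at about 38% in these data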;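 also: cells cotransfected with COUP-TFII expression vector driving the NGFI-A reporter; 0% = median of COUP-TF2 test wells and 100% = reporter-only cells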
Target sequence (P24468 whole entry, looked up): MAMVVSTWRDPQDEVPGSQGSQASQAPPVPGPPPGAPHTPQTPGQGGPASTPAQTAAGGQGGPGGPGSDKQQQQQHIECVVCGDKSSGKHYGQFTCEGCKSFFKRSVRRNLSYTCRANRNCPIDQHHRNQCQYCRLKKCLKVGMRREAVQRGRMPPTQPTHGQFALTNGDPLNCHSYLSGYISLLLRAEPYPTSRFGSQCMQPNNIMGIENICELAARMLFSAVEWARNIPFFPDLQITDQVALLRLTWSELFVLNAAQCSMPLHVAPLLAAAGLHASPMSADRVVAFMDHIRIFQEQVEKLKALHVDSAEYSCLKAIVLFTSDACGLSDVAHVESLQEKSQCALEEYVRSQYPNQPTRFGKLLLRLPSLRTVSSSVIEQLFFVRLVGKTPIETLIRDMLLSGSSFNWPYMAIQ
TWEAK-Fn14 inh: inhibitors of TWEAK-Fn14 signaling, primary screen, luciferase reporter cells, uHTS; TWEAK-stimulated Fn14 reporter cells, luciferase luminescence, 8 h; inhibition, % at 10 µM; hit rate 2% among 360,000; AID 1159606, 2016; in the data active = inhibition above about 50%
An asterisk follows results filed as active; · = not tested or not shown. This is a subset; count on the stated rates, not on these rows.

item	molecule	Exocytosis inh	TROY signal inh	NR5A2 inv ag	ABHD5-PLIN5 inh	SRC3 inh	TLR9-MyD88 block	NOD2 RIPK2 PPI	SRC2 inh	SRC1 inh	COUP-TFII inh	TWEAK-Fn14 inh
1	Cc1cc(OCC(=O)N2CCc3ccccc3C2)c(C)cc1Br	36	-33	-1	-3	-3	3	6	-10	2	-9	2
2	O=c1c2cnn(-c3ccccc3)c2nc(-c2ccco2)n1-c1ccccc1	0	16	34	7	6	0	-1	-15	24	18	55*
3	O=C(NC1CCCC1)C1CCN(C(=O)c2ccc(-c3ccccc3)cc2)CC1	1	2	9	1	17	6	0	19	16	1	-4
4	CC1CCCN(C(=O)C2COc3ccccc3O2)C1 (stereo not given)	-6	11	14	2	12	0	-15	-10	-27	-1	0
5	COc1ccc(C(=O)NC(=S)NNC(=O)c2c(-c3ccccc3)noc2C)cc1	-4	6	-1	-6	-13	-9	-9	-20	-6	6	2
6	CCc1cc2cc(C(=O)Nc3ccc(C)cc3)sc2s1	-4	-50	-36	-2	-64	0	0	-30	-39	-14	4
7	Cc1ccc(SCC(=O)OCC(=O)N(C)CC(=O)Nc2ccccc2Cl)cc1	-1	8	21	3	11	-1	-8	9	3	2	-9
8	Brc1ccc2nc(-c3ccncc3)c(NC3CCCC3)n2c1	-5	30	1	1	29	-15	0	-4	-4	3	40
9	COC(=O)c1[nH]c2ccc(C)cc2c1NC(=O)NC1CCCCC1	-1	-28	-15	2	-17	-9	3	5	-6	-15	-2
10	CCOC(=O)C1=C(C)NC(C)=C(C(=O)OCC)C1c1ccncc1	-3	-21	-35	-10	-16	-10	-9	11	-31	-27	7
11	CCC(C)Sc1ccc([C@H]2N[C@@](C)(C(=O)OC)[C@H]3C(=O)N(CC)C(=O)[C@@H]23)cc1 (stereo not given in full)	8	-15	16	0	-9	0	-5	-9	1	7	6
12	CN(Cc1ccccc1)C(=O)c1ccc(NC(=O)Cc2ccc(NC(=O)C3CCCN(C(=O)C4CCCCC4)C3)cc2)cc1 (stereo not given)	3	31	26	-4	6	-2	-5	-12	1	18	2
13	Clc1cccc(CN2CCN(Cc3nc(CCc4ccccc4)no3)CC2)c1	4	6	-8	3	0	-7	8	29	-8	0	27
14	O=C(CN1CCCC1)N1c2ccccc2C=Cc2ccccc21	-3	1	-15	-1	4	1	-6	10	-8	-17	6
15	CSc1nc2n(n1)C(c1cccc(F)c1)C(C(=O)Nc1ccc(C)cc1C)=C(C)N2 (stereo not given)	-2	7	1	-5	0	3	5	8	-2	9	-13
16	COC(=O)c1cc(NC(=O)c2nn(C)c(=O)c3ccccc23)cc(C(=O)OC)c1	3	-10	18	-5	10	2	10	0	16	-1	-10
17	O=C(COc1ccc(Br)cc1F)Nc1nnc(C2CC2)s1	4	-9	-8	1	-2	-5	5	-16	1	-17	-12
18	CCN(CC)S(=O)(=O)c1ccc(Cl)c(C(=O)NC(C)C(c2cccs2)N2CCCC2)c1 (stereo not given)	17	-6	-4	-5	19	6	-12	9	-2	4	-13
19	COCc1c(C(=O)OCC(=O)NCc2ccco2)oc2ccccc12	-6	-4	6	0	-5	-11	-10	12	-4	-13	15
20	CC(=O)NCCNC(=O)C1(C)Cc2c(-c3cccc(NC(C)=O)c3)ccnc2O1 (stereo not given)	-10	-1	-38	2	11	·	-4	-7	-1	17	13
21	O=C1COc2ccc(C(=O)CSc3nnc(Cc4ccccc4)o3)cc2N1	-1	1	3	2	3	2	-6	23	11	5	-17
22	CCOc1cccc(-c2c(C(=O)N/N=C/c3ccsc3)nnn2-c2nonc2N)c1	5	17	-12	-7	11	-5	-13	-25	-26	13	-17

Ordered by length of the SMILES (ascending): 12 of the compounds above.
item	molecule	Exocytosis inh	TROY signal inh	NR5A2 inv ag	ABHD5-PLIN5 inh	SRC3 inh	TLR9-MyD88 block	NOD2 RIPK2 PPI	SRC2 inh	SRC1 inh	COUP-TFII inh	TWEAK-Fn14 inh
4	CC1CCCN(C(=O)C2COc3ccccc3O2)C1 (stereo not given)	-6	11	14	2	12	0	-15	-10	-27	-1	0
14	O=C(CN1CCCC1)N1c2ccccc2C=Cc2ccccc21	-3	1	-15	-1	4	1	-6	10	-8	-17	6
8	Brc1ccc2nc(-c3ccncc3)c(NC3CCCC3)n2c1	-5	30	1	1	29	-15	0	-4	-4	3	40
1	Cc1cc(OCC(=O)N2CCc3ccccc3C2)c(C)cc1Br	36	-33	-1	-3	-3	3	6	-10	2	-9	2
9	COC(=O)c1[nH]c2ccc(C)cc2c1NC(=O)NC1CCCCC1	-1	-28	-15	2	-17	-9	3	5	-6	-15	-2
21	O=C1COc2ccc(C(=O)CSc3nnc(Cc4ccccc4)o3)cc2N1	-1	1	3	2	3	2	-6	23	11	5	-17
2	O=c1c2cnn(-c3ccccc3)c2nc(-c2ccco2)n1-c1ccccc1	0	16	34	7	6	0	-1	-15	24	18	55*
7	Cc1ccc(SCC(=O)OCC(=O)N(C)CC(=O)Nc2ccccc2Cl)cc1	-1	8	21	3	11	-1	-8	9	3	2	-9
3	O=C(NC1CCCC1)C1CCN(C(=O)c2ccc(-c3ccccc3)cc2)CC1	1	2	9	1	17	6	0	19	16	1	-4
5	COc1ccc(C(=O)NC(=S)NNC(=O)c2c(-c3ccccc3)noc2C)cc1	-4	6	-1	-6	-13	-9	-9	-20	-6	6	2
16	COC(=O)c1cc(NC(=O)c2nn(C)c(=O)c3ccccc23)cc(C(=O)OC)c1	3	-10	18	-5	10	2	10	0	16	-1	-10
11	CCC(C)Sc1ccc([C@H]2N[C@@](C)(C(=O)OC)[C@H]3C(=O)N(CC)C(=O)[C@@H]23)cc1 (stereo not given in full)	8	-15	16	0	-9	0	-5	-9	1	7	6
